Tau FP inhib: inhibitors of human tau fibril formation. P10636. K18 P301L tau heparin fibrillization, Alexa594 FP, 6 h. Potency, µM (series often up to 57.7 µM), for inactives: at the highest dose activity, negative = inhibition, most hits filed as inhibitors. hit rate 0.39% among 280,000; note: % is set by controls: 0 for no effect and ±100 for the full control effect; nearly all actives have a fitted effect of over 55% in size
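Recombinant K18 P301L […], labeled with Alexa 594 at 0.24 uM over 15 uM unlabeled; heparin inducer 20 uM final; 37 C, 6 hr; FP endpoint.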
L3MBTL1 inh: inhibitors of human L3MBTL1; Q9Y468; AlphaScreen L3MBTL1–H3K9me1 peptide binding; Potency, µM (highest dose often 57.1 µM), inactives show at the top dose activity, negative = inhibition, usual class: inhibitors; hit rate 0.66% among 230,000; AID 485360; note: % is set by controls: 0 for no effect and ±100 for the full control effect; nearly all actives have a fitted effect of over 60% in size
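Displacement of a biotinylated histone H3(1-15) peptide monomethylated at Lys9 (75 nM) from L3MBTL1 (50 nM) was measured by AlphaScreen after a 30 min room-temperature compound incubation; cefsulodin titration served as intraplate control.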
RECQ1 inh: blocks DNA unwinding by human RECQ1. P46063. RECQ1 DNA unwinding, red fluorescence kinetic read. Potency, µM (titrated, usually from 57.3 µM), inactives show at the top dose activity, negative = inhibition, most hits filed as inhibitors. hit rate 0.54% among 240,000;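 note: plate controls were vehicle for no effect and no enzyme for full effect; nearly all actives have a fitted effect of over 30% in size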
Target sequence (P46063 whole entry, looked up): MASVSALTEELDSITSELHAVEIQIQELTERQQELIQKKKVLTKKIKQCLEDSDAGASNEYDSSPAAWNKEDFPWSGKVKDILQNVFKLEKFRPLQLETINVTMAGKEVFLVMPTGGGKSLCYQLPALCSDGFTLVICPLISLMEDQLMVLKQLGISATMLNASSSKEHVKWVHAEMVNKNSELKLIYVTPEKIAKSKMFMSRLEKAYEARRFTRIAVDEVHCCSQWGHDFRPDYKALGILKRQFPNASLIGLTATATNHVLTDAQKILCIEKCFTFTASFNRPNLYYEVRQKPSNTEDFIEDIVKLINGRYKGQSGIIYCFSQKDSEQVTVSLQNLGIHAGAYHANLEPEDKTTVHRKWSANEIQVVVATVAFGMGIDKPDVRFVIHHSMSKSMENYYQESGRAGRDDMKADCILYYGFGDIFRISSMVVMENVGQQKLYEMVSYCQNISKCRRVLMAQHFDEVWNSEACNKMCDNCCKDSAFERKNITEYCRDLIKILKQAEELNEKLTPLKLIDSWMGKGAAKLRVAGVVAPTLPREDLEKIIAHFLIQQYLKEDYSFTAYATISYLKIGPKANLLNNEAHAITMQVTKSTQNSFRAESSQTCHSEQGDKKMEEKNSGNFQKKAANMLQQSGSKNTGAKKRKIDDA
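50 nM RECQ1T1 preincubated 15 min with compound in Tris pH 8.0 buffer with MgCl2, DTT, Tween-20 and 2.5 ug/ml poly(dI-dC); started with 200 nM TAMRA/BHQ-2 forked duplex and 2 mM ATP. Unwinding read as fluorescence (525/598 nm), two reads 2 h apart.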
TR SRC2 fluor cs: alters Texas Red total fluorescence, flagging assay interference; TRb/SRC2 Texas Red total fluorescence interference; Potency, µM (highest dose often 106 µM), inactives show top-dose fluorescence change, negative = quenching; hit rate 0.29% among 280,000; AID 1479; active = well fitted curve in either direction with a large enough effect; inconclusive = small, poorly fitted or top-dose-only effect; note: % is set by controls: 0 for no effect and ±100 for the full control effect
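Flags fluorescent or light-absorbing compounds by total fluorescence, S + 2P, at 555 nm excitation and 632 nm emission. Mixture: 20 nM Texas Red SRC2 peptide, 0.6 uM human TRb LBD, 1 uM T3, 5% DMSO; compound exposure 5 h at ambient temperature.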
TRb SRC2 PPI: inhibitors of human thyroid hormone receptor beta-SRC2 interaction. TRbeta-SRC2 peptide binding, fluorescence polarization; receptor liganded with 1 µM T3. P10828. hit rate 0.065% among 280,000. AID 1469. Potency, µM (series often up to 106 µM), for inactives: at the highest dose activity change, negative = inhibition, hits mostly inhibitors;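 note: plate controls were bound peptide for no effect and peptide without receptor for full effect; nearly all actives have a fitted effect of over 50% in size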
Target sequence (P10828 whole entry, looked up): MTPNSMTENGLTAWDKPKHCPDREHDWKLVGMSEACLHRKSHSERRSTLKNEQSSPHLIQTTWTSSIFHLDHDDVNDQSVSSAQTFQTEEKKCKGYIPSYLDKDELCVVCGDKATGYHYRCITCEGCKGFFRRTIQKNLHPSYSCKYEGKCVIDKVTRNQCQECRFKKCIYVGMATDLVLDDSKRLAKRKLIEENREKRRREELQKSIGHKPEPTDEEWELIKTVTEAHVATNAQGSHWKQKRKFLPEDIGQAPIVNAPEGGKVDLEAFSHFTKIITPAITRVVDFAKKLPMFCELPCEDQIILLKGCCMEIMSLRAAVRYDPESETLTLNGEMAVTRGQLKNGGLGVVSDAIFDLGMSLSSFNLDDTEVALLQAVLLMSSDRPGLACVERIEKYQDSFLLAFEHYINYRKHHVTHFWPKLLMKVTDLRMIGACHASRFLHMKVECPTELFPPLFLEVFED
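Fluorescence polarization of 20 nM Texas Red SRC2 peptide with 0.6 uM human TRb ligand-binding domain, in Tris buffer with 1uM T3 and 5% DMSO. Incubated 5 hr ambient; normalized to unbound and bound controls.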
Tau ThT inhib: inhibitors of human tau fibril formation, thioflavin T binding; P10636; recombinant tau K18 P301L, heparin-induced fibrillization, ThT fluorescence; Potency, µM (highest dose often 57.4 µM), for inactives: top-dose activity, negative = inhibition, usual class: inhibitors; hit rate 2.1% among 270,000; AID 1460; note: % is set by controls: 0 for no effect and ±100 for the full control effect; nearly all actives have a fitted effect of over 55% in size
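Aggregation was driven by heparin (20 uM final) acting on recombinant tau […] bearing P301L in 100 mM sodium acetate pH 7; fibrils were detected with Thioflavin T.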
Tau fluor cs: counter-screen for tau fibril formation inhibitors. Potency, µM (series often up to 57.7 µM), for the others: at the top dose activity change, negative = decrease. tau K18 P301L (four-repeat tau fragment) Alexa594 fluorescence, heparin fibrillization. hit rate 0.93% among 280,000; note: % is set by controls: 0 for no effect and ±100 for the full control effect; nearly all actives have a fitted effect of over 55% in size
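Human K18 P301L tau (15 uM unlabeled plus 0.24 uM Alexa 594-labeled, final) in 100 mM sodium acetate pH 7 was mixed with compound and 20 uM heparin and incubated 6 hr at 37 C.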
HTT ATP protect: protects HTT-Q103 PC12 cells, measured by ATP; hit rate 0.14% among 230,000; PC12 HTT-Q103 induced, cytoprotection, ATP luminescence, 40 h; AID 1471; Potency, µM (highest dose often 56.4 µM), inactives show cytoprotection (ATP increase), most hits filed as activators;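 note: % of control where 0% means no effect; nearly all actives have a fitted effect of over 45% in size; toxic huntingtin expression switched on by the ecdysone agonist tebufenozide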
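Compounds added alongside 100 nM tebufenozide, which induces toxic Q103 huntingtin exon 1-GFP in stable PC12 cells; surviving cells quantified by luminescent ATP measurement. Medium: phenol red-free DMEM, 5% equine and 5% calf serum.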
* marks the source's active call; other numbers are inactive results; i = inactive; ? = inconclusive; nt = not tested or not shown; & = joins results of further samples; [ ] = another dose, or the depositor's remark. Unless noted, calls come from the whole dose curve; as a rule, active = well fitted curve in the direction sought with a large enough effect; inconclusive = small, poorly fitted or top-dose-only effect, or another doubt; inactive = no such curve, though single readings can be large; an effect the other way counts as inactive or inconclusive. Potency is the fitted concentration of half-maximal effect.

SMILES	Tau FP inhib	L3MBTL1 inh	RECQ1 inh	TR SRC2 fluor cs	TRb SRC2 PPI	Tau ThT inhib	Tau fluor cs	HTT ATP protect
CCOc1ccccc1-c1nc(-c2cc3ccccc3nc2OC)no1	0.8%	5.9%	-10.7%	-0.2%	-9.3%	?	-23.8%	12.4%
COc1cc(CN(C)C(C)C(=O)Nc2ccc([N+](=O)[O-])cc2Cl)ccc1OC(F)F (centres undefined)	1.6%	-3.6%	-8.6%	-2.5%	1.6%	2.3%	-4.2%	5.5%[10 µM]
Cn1c(SCCCC(=O)c2ccccc2)nnc1-c1ccncc1	2.9%	4.2%	i	2.2%	-0.9%	-13.8%	-2.2%	-4.7%
CCCCNC(=O)Oc1cccc(N2CCCC2=O)c1	-11.8%	1.3%	-14.8%	-0.7%	-4.0%	0.1%	-3.3%	9.5%
Cc1c(C(=O)NNS(=O)(=O)c2ccccc2)sc(=S)n1C	-13.6%	36.3%[activator]	-15.0%	-2.2%	-9.5%	4.8%	-5.0%	-5.4%[10 µM]
CCCN(CCC)C(=O)Cn1c(=O)n(CCCCCC(=O)Nc2ccccc2)c(=O)c2sccc21	-8.3%&-5.5%	4.0%	-3.3%	7.8%&-1.1%	-0.8%&13.9%	6.0%&6.0%	-5.1%&-0.5%	3.8%[10 µM]
Clc1ccc(-c2noc(CN3CCOCC3)n2)cc1	-1.0%	-11.2%	-10.3%	-4.1%	-3.1%	-7.8%	-13.0%	41.7%[10 µM]
O=C(CCS(=O)(=O)c1ccccc1)NCCS(=O)(=O)c1ccccc1	12.1%	?	-28.0%	-1.6%	-7.9%	2.1%	9.0%	?
O=C(COc1ccc(Cl)cc1)OCc1cc(=O)n2nc(-c3cccs3)sc2n1	3.4%	nt	nt	-3.8%	-5.3%	?	-14.0%	nt
Cc1c(CN2CCC(C)CC2)c(=O)n(-c2ccccc2)n1C	5.6%	4.5%	-5.3%	-0.2%	-4.4%	9.9%	5.0%	-5.9%[10 µM]
COc1ccc2c(c1)cc1n2CCN=C1N	-3.4%	6.5%	-3.2%	1.2%	-4.6%	-0.1%	-0.2%	14.8%[10 µM]
CC(C)(C)c1ccc(C(CC(=O)O)NC(=O)CSc2ccccc2)cc1 (centres undefined)	-5.6%	nt	i	1.2%	-1.9%	-8.0%	-1.2%	-14.6%
CC(=O)N1CCc2cc(S(=O)(=O)NC(Cc3ccccc3)C(=O)NCCN3CCCCC3C)ccc21 (centres undefined)	5.4%	nt	-1.1%	-0.5%	4.8%	0.0%	-5.4%	-7.2%
O=C(O)c1ccccc1SCC(=O)N1CCCCC1	-1.9%	4.3%	4.0%	0.9%	-14.1%	2.1%	-0.4%	-11.0%
CC1Cc2nc(SCC(=O)NCCc3ccccc3)n(C)c(=O)c2S1 (centres undefined)	-15.0%	-9.9%	0.7%	-3.0%	-4.2%	-4.5%	-8.2%	-11.1%
CN(C)S(=O)(=O)c1cccc(NC(=O)CSc2nncn2C)c1	14.3%	8.9%	-9.9%	-8.7%	2.5%	0.3%	4.4%	-0.5%[10 µM]
CN1CCN(CC(O)COc2ccc(C34CC5CC(CC(C5)C3)C4)cc2)CC1 (centres undefined)	3.1%	-20.6%	i	-2.6%	2.7%	-10.9%	-2.0%	-17.6%[10 µM]
CC1CCCC(C)N1C(=O)CSc1nc(N)c(-c2ccccc2)c(=O)[nH]1 (centres undefined)	3.2%	nt	i	-2.2%	-12.3%	-1.8%	-2.8%	3.3%
COc1ccc(N2CCN(C(=O)c3ccc4c(=O)n(CCc5ccc(OC)c(OC)c5)c(=O)[nH]c4c3)CC2)cc1	5.5%&-2.3%	nt	-12.8%	?	-3.3%&-3.7%	?	-19.7%&-12.2%	-15.6%
COc1ccc(C(=O)Nc2ccccc2C(=O)NC(Cc2ccc(O)cc2)C(=O)NNC(=O)c2ccccc2)cc1 (centres undefined)	-5.6%	7.0%	-2.0%	-1.2%	-1.5%	0.8%	-8.1%	-14.3%[10 µM]
O=C(O)CCC(=O)NCC1OCCc2ccccc21 (centres undefined)	-11.0%	39.7%[activator]	4.2%	-3.2%	-8.9%	8.1%	0.9%	4.3%[0.074 µM]
Cc1nc([N+](=O)[O-])nn1C12CC3CC(CC(Cl)(C3)C1)C2	0.1%	?	-8.1%	-0.2%	-0.1%	-8.0%	-8.6%	2.5%[10 µM]
Cc1cc(C(=O)CN2C(=O)NC(c3ccccc3)(c3ccccc3)C2=O)c(C)n1Cc1ccccc1	-2.6%	-13.6%	-14.1%	1.9%	2.4%	-6.9%	-10.3%	-43.1%[inhibitor]
Cc1cc(C)cc(OCC(=O)Nc2nonc2-c2ccc(Br)cc2)c1	4.8%	nt	nt	-2.8%	-4.2%	0.8%	2.1%	nt
Cc1cc(C)n2nc(SCc3ccccc3)nc2n1	-16.9%	12.2%	6.2%	-2.5%	0.9%	-10.2%	-15.1%	-2.6%[10 µM]

An excerpt of these results, field by field.
structure: CCOc1ccccc1-c1nc(-c2cc3ccccc3nc2OC)no1
  Tau FP inhib = 0.8%
  L3MBTL1 inh = 5.9%
  RECQ1 inh = -10.7%
  TR SRC2 fluor cs = -0.2%
  TRb SRC2 PPI = -9.3%
  Tau ThT inhib = ?
  Tau fluor cs = -23.8%
  HTT ATP protect = 12.4%
structure: Cc1c(C(=O)NNS(=O)(=O)c2ccccc2)sc(=S)n1C
  Tau FP inhib = -13.6%
  L3MBTL1 inh = 36.3%[activator]
  RECQ1 inh = -15.0%
  TR SRC2 fluor cs = -2.2%
  TRb SRC2 PPI = -9.5%
  Tau ThT inhib = 4.8%
  Tau fluor cs = -5.0%
  HTT ATP protect = -5.4%[10 µM]

Additional results.
SMILES	Tau FP inhib	L3MBTL1 inh	RECQ1 inh	TR SRC2 fluor cs	TRb SRC2 PPI	Tau ThT inhib	Tau fluor cs	HTT ATP protect
COc1ccc(CCNC(=O)NCc2noc3ccccc23)c(OC)c1	-4.0%	nt	nt	-1.0%	5.8%	-7.8%	-6.0%	nt
CCc1ccccc1NC(=O)Cn1c(=O)n(Cc2ccc(OC)cc2)c(=O)c2oc3ccccc3c21	-12.5%	nt	nt	-2.4%	-2.8%	8.1%	-5.6%	nt
CN1/C(=C/C2CC(=O)N(c3cccc4ccccc34)C2=O)C(C)(C)c2ccccc21 (centres undefined)	-2.5%	nt	i	0.8%	-10.1%	?	-17.4%	4.0%
CCn1c(=O)cc(C(=O)OC)sc1=Nc1ccc(F)c(F)c1	9.7%	nt	i	-0.6%	-1.1%	?	-14.3%	-16.9%
O=C(COC(=O)c1ccccc1F)c1ccc(-n2nncc2-c2ccco2)cc1	3.9%	-7.3%	-14.4%	1.1%	10.7%	-9.3%	-11.4%	0.9%
Cc1cccc(-n2c(CNC(=O)c3ccc(S(=O)(=O)N4CCCC4)cc3)n[nH]c2=S)c1	1.6%	nt	-6.4%	-3.6%	-15.1%	-8.6%	-4.5%	9.9%
O=C(Nc1nc(-c2ccccc2Cl)cs1)c1cccnc1	-2.2%	nt	-9.5%	-1.1%	2.8%	-13.0%	-18.3%	-7.4%
Cc1cc(=O)n2c3ccccc3n(CC(O)CN3CCCCC3)c2c1C#N (centres undefined)	2.6%	1.7%	6.4%	1.5%	-18.0%	-5.7%	-6.7%	-30.1%
CC(C)(C)OC(=O)N[C@@H](Cc1c[nH]c2ccccc12)c1nnc(SCC(N)=O)o1	-4.3%	-7.8%	-8.5%	-0.4%	-15.4%	1.5%	-9.5%	16.4%
CC(=O)Nc1ccc(NC(=O)COc2cccc3c2OC(C)(C)C3)cc1	6.2%	nt	-11.4%	-0.5%	6.0%	-8.1%	-6.5%	-11.1%
O=C(Cc1cccs1)NNC(=O)c1ccc(F)cc1	4.2%	3.7%	-8.4%	1.1%	3.1%	-0.3%	-1.3%	?
O=C(CC1CCCCC1)NCc1nc(-c2ccccc2)no1	3.7%	nt	-7.0%	-6.0%	-3.4%	nt	-9.3%	4.2%[10 µM]
CCCc1cc(C(=O)Nc2cc(OC)c(Cl)cc2OC)no1	-5.6%	1.2%	-5.0%	1.0%	1.6%	-8.7%	-9.3%	-7.4%
COC(=O)Nc1nc2ccc(SC(C)C)cc2[nH]1	nt	-2.4%	-3.8%[25.9 µM]	-3.0%[53 µM]	0.3%[53 µM]	nt	nt	-186.3%[inhibitor][17.1 µM]
COc1ccccc1/C=C/C(=O)NCCC1=CCCCC1	-0.5%	1.7%	i	-1.4%	-10.4%	-8.8%	-12.9%	-23.8%
O=c1ccc2ccc(Oc3ccc(Cl)cc3[N+](=O)[O-])cc2o1	-6.6%	nt	-2.4%	-0.1%	4.1%	-13.2%	-29.7%	1.9%
CC(NCc1ccc(S(N)(=O)=O)cc1)C(=O)N1c2ccccc2CC1C (centres undefined)	1.8%	nt	2.3%	2.3%	-3.2%	1.3%	-6.1%	9.7%[10 µM]
Cc1c(Cl)cccc1NC(=O)C(C)n1nc(C)c2c(C)n(-c3ccccc3)nc2c1=O (centres undefined)	1.9%	nt	nt	-3.4%	-10.1%	-6.3%	-4.9%	nt
NC(=O)C1(S(=O)(=O)c2ccccc2)CCCCC1	-8.5%	-2.8%	-25.8%	-1.5%	0.1%	-5.5%	-0.8%	-1.3%

Whole records from above. Values in the order: Tau FP inhib, L3MBTL1 inh, RECQ1 inh, TR SRC2 fluor cs, TRb SRC2 PPI, Tau ThT inhib, Tau fluor cs, HTT ATP protect
`O=c1ccc2ccc(Oc3ccc(Cl)cc3[N+](=O)[O-])cc2o1` as listed: -6.6%, nt, -2.4%, -0.1%, 4.1%, -13.2%, -29.7%, 1.9%
`O=C(COC(=O)c1ccccc1F)c1ccc(-n2nncc2-c2ccco2)cc1` as listed: 3.9%, -7.3%, -14.4%, 1.1%, 10.7%, -9.3%, -11.4%, 0.9%
`Cc1c(Cl)cccc1NC(=O)C(C)n1nc(C)c2c(C)n(-c3ccccc3)nc2c1=O` (centres undefined) as listed: 1.9%, nt, nt, -3.4%, -10.1%, -6.3%, -4.9%, nt

Not all compounds are listed (hit frequency here may not be typical).
